# Screens from PubChem BioAssay.
# BRCA1 expr act: activators of BRCA1 expression; MCF7-BRCA1-FFLuc reporter, luminescence, 48 h; response scale: scaled: vehicle 0%, 10 µM genistein 100%; AID 624202; Potency, µM (doses to about 46.1 µM), inactives show at the highest dose activation, hits mostly activators; 380,000 compounds, 1.1% hits; note: potency is the fitted concentration of half-maximal effect; nearly all actives have a fitted effect of over 80% in size; some results filed as inactive show a strong effect at the top dose
#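 MCF7-BRCA1-FFLuc cells, 2000/well in phenol-red-free MEM, attached 2 h then treated 48 h at 37 C. Luciferase luminescence read 15 min after reagent; normalized to genistein maximum activation (10microM) and DMSO, concentration-response fitted.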
# Integrin act MD: activates integrin-mediated alleviation for muscular dystrophy; alpha7betagal myoblasts, beta-gal FDG fluorescence, 48 h; Potency, µM (doses to about 38.3 µM), for the others: top-dose activation, most hits filed as activators; 350,000 compounds, 0.064% hits; AID 624291;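 note: potency is the fitted concentration of half-maximal effect; 100% = response of the positive control SU9516; nearly all actives have a fitted effect of over 60% in size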
#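 alpha7betagal+/- myoblasts (passage 13, 250/well) treated 48 h at 37C with compounds at 1:260 dilution of DMSO stock. Lysed, then beta-galactosidase activity read as FDG fluorescence (ex 480/em 540) after 30 min, with pre-read for autofluorescence.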
# p53 reactivation: mutant p53 re-activation in reporter cells; Potency, µM (doses to about 92.2 µM), for the others: top-dose activity change, positive = activation, usual class: activators; H1299 p53-A138V BP100-luciferase reporter, luminescence, 24 h; AID 504706; 320,000 compounds, 0.063% hits; note: potency is the fitted concentration of half-maximal effect; % of control where 0% means no effect; nearly all actives have a fitted effect of over 45% in size
#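 H1299 (p53-null), stable ts p53-A138V + BP100-Luc; 1000 cells/well, Opti-MEM/10% FBS; cpd 4 pt, 1:5; 24 h, 37 deg C, 5% CO2; detection reagent 10 min RT; luminescence.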
# AT treatment: candidate therapy for ataxia-telangiectasia; […] A-T fibroblasts, KAP-1 phosphorylation AlphaLISA; neocarzinostatin DNA damage 30 min before lysis; Potency, µM (highest dose often 57.5 µM), for inactives: at the highest dose activation, usual class: activators; 320,000 compounds, 0.19% hits; note: potency is the fitted concentration of half-maximal effect; % of control where 0% means no effect; nearly all actives have a fitted effect of over 45% in size
#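 hTERT-immortalized A-T patient fibroblasts ([…]), 500 cells/well in OPTI-MEM, 1% FBS, got compounds for 60 min, then NCS for 30 min at 37C. Lysates were then assayed for phospho-KAP-1 by AlphaLISA (anti-pKAP1 donor, anti-KAP1 acceptor beads), 6 hr at 25C.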
# TSG101-PTAP inh: blocks PTAP/TSG101 interaction to inhibit HIV-1 budding; Q99816; Fluorescence polarization, FITC-PTAP peptide / Tsg101 binding; Potency, µM (highest dose often 115 µM), without a hit: at the highest dose activity change, negative = inhibition, actives largely listed as inhibitors; 340,000 tested, under 10 active; AID 493005; active = well fitted inhibition curve with a large enough effect in the main read-out, with a control signal flat, not every such curve was filed as active; inconclusive = small, poorly fitted or top-dose-only effect, or effect the other way, or a change in a side signal; inactive = no such curve, though single readings can be large or run the other way; note: potency is the fitted concentration of half-maximal effect; % of control where 0% means no effect
#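 Steps: Tsg101 binding domain dispensed (10 uM final), compounds pinned in DMSO, FITC-labeled PTAP-motif peptide added (50 nM final); after 20 min binding at room temperature, polarization measured.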
# TRPV1 agonist: activates the human vanilloid receptor TRPV1; TRPV1-expressing cells, Fluo-8 calcium influx, agonist mode; AID 540275; 320,000 compounds, 0.19% hits; Q8NER1; activation, % at 8.33 µM; in the data active = activation above about 80%; inconclusive = between about 30% and that limit; note: 0% is about no effect
#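 Fluo-8 calcium influx in TRPV1-expressing cells, kinetic read (ex 480/em 520 nm). Compound added and read 3 min for agonist activity, followed by capsaicin at EC20 final and 2 min further read for enhancement.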
# CXXC DNA block: blocks binding of human MLL CXXC domain to DNA; Q03164; MLL-CXXC / FITC-HOXA9 DNA fluorescence polarization; Potency, µM (titrated, usually from 115 µM), for the others: at the top dose activity change, negative = inhibition, usual class: inhibitors; 290,000 compounds, 0.037% hits; active = well fitted inhibition curve with a large enough effect in the polarisation, with a control signal flat, not every such curve was filed as active; inconclusive = small, poorly fitted or top-dose-only effect, or effect the other way, or a change in a side signal; inactive = no such curve, though single readings can be large or run the other way; the % refers to the polarisation; note: potency is the fitted concentration of half-maximal effect
#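 Fluorescence polarization: 7 uM MLL-CXXC (stock) preincubated 5 min with compounds, then 50 nM fluorescein-HOX-A9 DNA (stock) added; 30 min ambient. Buffer 50 mM Tris-HCl pH 7.5, 50 mM NaCl, 1 mM DTT, 0.05% BSA.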
# B2AR arrestin: agonists driving beta-arrestin recruitment to human beta2-adrenergic receptor | 330,000 compounds, 0.02% hits | Potency, µM (highest dose often 46.1 µM), for the others: at the top dose activation, actives largely listed as activators | P07550 | beta-arrestin recruitment to beta2AR, cell-based reporter | AID 492947;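 note: potency is the fitted concentration of half-maximal effect; 0% = DMSO controls and full agonism = EC100 isoproterenol or metaproterenol; nearly all actives have a fitted effect of over 65% in size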
# ELG1 repair inh: ELG1-dependent DNA repair inhibition | HEK293T ELG1-luciferase reporter, luminescence, 16 h; DNA damage induced by 5-fluorouridine | Potency, µM (doses to about 46.1 µM), for the others: at the top dose activity change, negative = inhibition, most hits filed as inhibitors | 330,000 compounds, 2.3% hits | AID 504467; note: potency is the fitted concentration of half-maximal effect; % is set by controls: 0 for no effect and ±100 for the full control effect; nearly all actives have a fitted effect of over 55% in size
#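 Luminescence from the luciferase reporter, measured 30 min after ONE-Glo reagent at room temperature, was the read-out. Beforehand, 2,000 cells per well were exposed for 16 hr at 37 °C to 5-fluorouridine together with compound or vehicle.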
# TCR activator: activates T cell receptor signaling; 330,000 tested, under 10 active; Potency, µM (doses to about 9.22 µM), for the others: top-dose activation of IL-2 secretion, most hits filed as activators; AID 504894; primary human leukocytes, anti-CD3, IL-2 HTRF, 48 h; note: % of control where 0% means no effect
#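 Readout: HTRF IL-2, Eu-cryptate/d2 antibody pair, 320nm excitation, 665nm emission. Stimulus: a-CD3 beads, no co-stimulation. Cells: primary human leukocytes. Exposure: 48 hr with compound.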
# Starred values were filed as active, the others as inactive; ? = inconclusive; . = not tested or not shown; [ ] = remark or other dose. Unless noted, calls come from the whole dose curve; as a rule, active = well fitted curve in the direction sought with a large enough effect; inconclusive = small, poorly fitted or top-dose-only effect, or another doubt; inactive = no such curve, though single readings can be large; an effect the other way counts as inactive or inconclusive.
SMILES,BRCA1 expr act,Integrin act MD,p53 reactivation,AT treatment,TSG101-PTAP inh,TRPV1 agonist,CXXC DNA block,B2AR arrestin,ELG1 repair inh,TCR activator
Cc1nn(CC2CCCCC2)c(N)c1-c1ccccc1,?,-12%,25%,1%,0%,-3,2%,0.0%,?,0%
Cc1ccccc1CNC(=O)C1CCC(=O)N(CC2CCCCC2)C1 (stereo unspecified),-11%,0%,-10%,0%,-8%,14,31%[activator],-0.4%,14%,-3%
CCc1ccc(CN2C(=O)c3ccccc3C2C(=O)NCC2CCCO2)cc1 (stereo unspecified),-20%,-9%,0%,0%,0%,8,16%,0.2%,16%,3%
Cc1ccc(-n2c(=O)c3ccccc3n(CC(=O)C(C)(C)C)c2=O)cc1,1%,-12%,2%,1%,0%,5,-3%,0.5%,-10%,-1%
CCCCCC1CC(CC#CCN2CCOCC2)C(=O)O1 (stereo unspecified),10%,-21%,-9%,-1%,.,-4,-2%,0.0%,-6%,-6%[46.1 µM]
O=C(c1cc2ccccc2o1)N1CCN(CCOc2ccccc2)CC1,-26%,2%,5%,3%,-4%,?,.,-0.1%,-12%,-2%
C=CCOc1c2ccc(C(=O)N(CC)c3ccc(OC)cc3)cc2nn1C,0%,26%,3%,6%,-7%,1,-4%,-0.1%,14%,-3%
O=C(O)c1cc(O)ccc1NC(=O)C(c1ccccc1)c1ccccc1,19%,0%,-32%[inhibitor],10%,1%,2,8%,0.4%,-11%,.
N#CCC(=O)N/N=C1\CCCCC1C1CCCCC1 (stereo unspecified),-25%,22%,22%,-4%,0%,2,10%,-0.2%,10%,0%[46.1 µM]
O=C(CN1CCN(c2ccc(O)cc2)CC1)NC(=O)NCc1ccco1,-31%,-16%,2%,1%,-1%,1,-4%,-0.4%,-2%,1%[46.1 µM]

# A portion from further up:
SMILES,BRCA1 expr act,Integrin act MD,p53 reactivation,AT treatment,TSG101-PTAP inh,TRPV1 agonist,CXXC DNA block,B2AR arrestin,ELG1 repair inh,TCR activator
Cc1nn(CC2CCCCC2)c(N)c1-c1ccccc1,?,-12%,25%,1%,0%,-3,2%,0.0%,?,0%
Cc1ccccc1CNC(=O)C1CCC(=O)N(CC2CCCCC2)C1 (stereo unspecified),-11%,0%,-10%,0%,-8%,14,31%[activator],-0.4%,14%,-3%
CCc1ccc(CN2C(=O)c3ccccc3C2C(=O)NCC2CCCO2)cc1 (stereo unspecified),-20%,-9%,0%,0%,0%,8,16%,0.2%,16%,3%
Cc1ccc(-n2c(=O)c3ccccc3n(CC(=O)C(C)(C)C)c2=O)cc1,1%,-12%,2%,1%,0%,5,-3%,0.5%,-10%,-1%

# Remaining list, next part:
SMILES,BRCA1 expr act,Integrin act MD,p53 reactivation,AT treatment,TSG101-PTAP inh,TRPV1 agonist,CXXC DNA block,B2AR arrestin,ELG1 repair inh,TCR activator
O=C(NNC(=O)[C@@H]1CCCC[C@@H]1C(=O)O)Nc1ccccc1,-3%,-6%,9%,-9%,-4%,-2,11%,-0.7%,21%,-5%[46.1 µM]
Cn1c(CNC(=O)OC(C)(C)C)nnc1SCC(=O)N1CCOCC1,0%,0%,-1%,2%,0%,1,-1%,-0.3%,-5%,-2%
O=C(COc1ccc(-c2ccccc2)cc1)Nc1cccnc1,6%,-38%,9%,0%,-9%,?,.,2.7%,?,-2%
O=C(COc1ccc(S(=O)(=O)N2CCOCC2)cc1)Nc1ccc2c(c1)OCCO2,14%,9%,-17%,-2%,-5%,-3,3%,-0.1%,?,.
CC(C)Cc1nc2oc3c(NCCCN4CCOCC4)ncnc3c2c2c1CCC2,-27%,0%,2%,-2%,-13%,7,-8%,-0.2%,-21%,1%
COc1cc(OC)cc(C(=O)N/N=C\c2ccoc2)c1,-37%,-3%,-12%,9%,-4%,-6,30%[activator],-0.7%,1%,1%
O=C(c1cnsn1)N1CCN(c2ccccn2)CC1,-12%,19%,7%,6%,-2%,2,5%,-0.3%,5%,-3%
CC(=O)NNc1ncnc2c1cnn2-c1ccc(C)c(Cl)c1,?,-9%,12%,1%,-3%,6,1%,-0.3%,?,8%
COc1ccc(OC)c(C2CC(=O)Nc3n[nH]c(-c4ccccc4)c32)c1 (stereo unspecified),-30%,0%,-5%,-5%,-3%,0,-6%,0.0%,?,2%
O=C(COc1ccc(Br)cc1)N1CCCCCC1,33%,16%,?,10%,0%,.,-3%,-0.4%,?,5%
O=C1c2ccccc2S(=O)(=O)c2cc(C(=O)N3CCN(c4ccccc4)CC3)ccc21,-3%,-16%,.,.,1%,.,.,.,.,8%
O=C(NC1CCN(C(=S)NCc2ccco2)CC1)C12CC3CC(CC(C3)C1)C2,-1%,-10%,-6%,-8%,-1%,-4,-3%,0.3%,-20%,0%
N#CCn1c(Cc2ccccc2)nc2ccccc2c1=O,-31%,-27%,.,-6%,-5%,-3,16%,-0.5%,-2%,.
COc1ccccc1CNC(=O)C1=CCN(S(=O)(=O)c2ccc(C)cc2)CC1,0%,1%,0%,0%,-3%,0,14%,-0.1%,-24%,4%
O=C(O)c1c(-c2ccccc2)c2oc3ccccc3c2[nH]c1=O,1%[1.84 µM],-10%,8%,-2%,-3%,-2,-14%,-0.8%,0%,-4%
C=C1CCC[C@]2(C)C[C@H]3OC(=O)C(CN[C@@H](C)c4ccccc4)[C@H]3CC12 (stereo partly specified),-42%,0%,10%,7%,0%,22,-9%,-0.1%,-11%,-1%
CC(=O)Nc1ccc(Oc2cc(C#N)c(C#N)cc2N2CCOCC2)cc1,-17%,-6%,-4%,16%,-1%,23,-7%,0.2%,-4%,3%
CCOc1ccc(-n2ccnc(SCC(=O)NCCc3ccccc3)c2=O)cc1,-3%,7%,-2%,-2%,-3%,9,.,-0.5%,-35%,9%
CCc1nnc(NC(=O)CN2CCN(Cc3ccccc3Cl)CC2)s1,-6%,0%,.,-2%,0%,3,-6%,0.1%,2%,-6%
Cc1c(C)n(C)c2ccc(C(=O)NCCc3ccco3)cc12,72%,3%,28%,-10%,-2%,29,4%,0.3%,2%,8%
Cc1c(OCC(=O)NCc2ccncc2)ccc2c3c(c(=O)oc12)CCCC3,2%,-21%,1%,15%,0%,?,?,-0.2%,?,-5%
CO/N=C(/C)CCS(=O)(=O)c1ccccc1,3%,0%,-2%,2%,-3%,1,1%,0.0%,8%,-1%
Cn1nc(C(F)(F)F)c(C#N)c1N1CCN(c2ccccc2)CC1,-35%,14%,-4%,9%,-7%,4,0%,-0.2%,9.2µM*,8%
O=C1NNC(=O)C1c1ccccc1,1%,1%,-4%,0%,-1%,-6,-9%,0.4%,3%,7%
COc1ccc(CCNC(=O)C(=O)NCCCN2CCOCC2)cc1,-27%,9%,0%,4%,-4%,-3,-2%,-0.3%,-7%,2%
CCCC[C@@H]1C[C@H]1[C@@H](NC(=O)c1cccs1)c1ccc(Cl)cc1,-56%,-14%,12%,-3%,-8%,11,8%,-0.4%,?,5%
O=C(/C=C/c1ccc(F)cc1)NC(=S)Nc1ccccc1O,13µM*,-26%,12%,-2%,-1%,-1,-9%,-0.1%,?,-7%
CC(C)c1ccc(/C=C(\NC(=O)c2ccccc2)C(=O)NCCCn2ccnc2)cc1,-4%,13%,-7%,0%,5%,29,0%,0.2%,-6%,-8%
Cc1ccc(NC(=O)CC2S/C(=N/c3nccs3)N(C)C2=O)cc1C (stereo unspecified),-14%,18%,-4%,-2%,-2%,7,31%[activator],-0.4%,14%,2%
O=C(Nc1c(Cl)ccc2nsnc12)c1cccnc1,-23%,6%,-4%,9%,-5%,2,4%,0.2%,11%,1%[46.1 µM]
CC(=O)N1CCN(c2ccc(NC(=S)NC(=O)COc3ccc(C(C)(C)C)cc3)cc2)CC1,-23%,-17%,-4%,-2%,0%,1,-3%,-0.1%,?,-5%[46.1 µM]
COc1ccc(C2C(C#N)=C(N)OC3=C2C(=O)CCC3)c(OC)c1OC (stereo unspecified),4%,31%,1%,11%,3%,-2,-3%,-0.9%,1%,-6%
CCCN(CCC)CCCNC(=O)C1CCC(CNS(=O)(=O)c2cccc3nsnc23)CC1 (stereo unspecified),0%,-3%,27%,-10%,0%,-1,22%,0.1%,?,14%
COCCNC(=S)N(CCc1c(C)[nH]c2ccccc12)Cc1cccnc1,-6%,5%,0%,-3%,-1%,4,11%,-0.8%,-6%,-2%
Cc1nc(-c2ccc(Cl)cc2)sc1C1(C)CC(c2ccccc2F)=NO1 (stereo unspecified),53%,0%,3%,-9%,-2%,1,2%,0.4%,?,1%
O=C(CSC1=Nc2ccccc2C2CC=NN12)Nc1ccc2c(c1)OCO2 (stereo unspecified),-48%,0%,-4%,20%,-5%,10,6%,0.4%,-13%,4%
COc1ccccc1S(=O)(=O)Cc1ccc(C(=O)N2CCN(c3ccccn3)CC2)o1,-22%,12%,-3%,7%,-1%,-6,0%,-0.1%,?,-1%
